WRN inhibitor = WRN helicase (human) inhibition; Q14191; WRN helicase unwinding, fluorescent forked duplex, kinetic; Potency, µM (titrated, usually from 114 µM), for the others: at the highest dose activity change, negative = inhibition, actives largely listed as inhibitors; 360,000 compounds, 0.46% hits; also: potency is read from the fitted curve at half-maximal effect; % is scaled to controls: 0 for no effect and ±100 for the full control effect; nearly all actives have a fitted effect of over 55% in size
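Primary qHTS, 1536-well format. 20 nM WRN + compound, 15 min RT; start with 100 nM forked fluorophore/quencher duplex, 2 mM ATP (final); kinetic read ex 525/em 598 nm.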
PI5P4K alpha inh = blocks human PI5P4K alpha kinase activity | P48426 | PI5P4Kalpha enzyme, ADP-Glo luminescence, 60 min; stronger effect = lower value | max response, % | 330,000 compounds, 1.2% hits; active = max response of -50% or lower; inconclusive = between -30% and -50%; inactive = -30% or higher; also: value at the top dose of about 77 µM; % is scaled to controls: 0 for no effect and ±100 for the full control effect
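Controls without substrate or without enzyme flank wells where PI5P4Kalpha converts substrate using 5 microM ATP (final). Incubation lasts 60 minutes at room temperature; ADP formed is read by ADP-Glo luminescence.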
EPAC2 antagonist = EPAC2 (human) antagonism | AID 720708 | Potency, µM (top dose mostly 114 µM), for inactives: top-dose activity, negative = inhibition, actives largely listed as inhibitors | 360,000 compounds, 0.18% hits | EPAC2 GEF exchange of Rap1B-BODIPY-GDP, fluorescence; also: potency is read from the fitted curve at half-maximal effect; % is scaled to controls: 0 for no effect and ±100 for the full control effect; nearly all actives have a fitted effect of over 45% in size; many of its hits are not listed in these tables
Mm-Cpn inhibitor = blocks the Methanococcus maripaludis chaperonin Mm-Cpn. purified Mm-Cpn ATPase, ADP Transcreener TR-FRET. Potency, µM (series often up to 76.9 µM), for inactives: at the highest dose activity, negative = inhibition, actives largely listed as inhibitors. 330,000 compounds, 0.031% hits. AID 504842; also: potency is read from the fitted curve at half-maximal effect; % is scaled to controls: 0 for no effect and ±100 for the full control effect; nearly all actives have a fitted effect of over 80% in size
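TR-FRET (320 nm excitation; 590 and 665 nm emission) reports ADP made from 10 uM ATP by 25 nM enzyme; compounds were preincubated 10 min, reaction run 30 min, both at 37°C.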
PLK1 PBD block = inhibitors of human PLK1 polo-box domain binding | Plk1 PBD binding of FITC phosphopeptide, fluorescence polarization | Potency, µM, inactives show max response, negative = inhibition, usual class: inhibitors | 360,000 compounds, 2.8% hits; also: potency is read from the fitted curve at half-maximal effect; series mostly up to about 57 µM; % is scaled to controls: 0 for no effect and ±100 for the full control effect; nearly all actives have a fitted effect of over 65% in size
CCT chaperon mod = cytosolic chaperonin activity modulation | purified chaperonin ATPase assay, HTRF ADP detection, 30 min | activity change, % (no concentration beside the values), hits read low | 360,000 compounds, 0.3% hits | AID 651819; in the data active = activity change below about -30%; also: % is scaled to controls: 0 for no effect and ±100 for the full control effect
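ATPase activity: ADP formed was measured by HTRF Transcreener (665/615 nm ratio) after 30 min at 37 deg C with 10 uM ATP. Compounds screened at one 76 uM concentration against 40 or 20 nM TRiC in Tris pH 7.4/KCl/MgCl2/DTT buffer.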
EPAC1 antag = antagonists of human EPAC1. O95398. 360,000 compounds, 0.14% hits. AID 720709. EPAC1 GEF assay, Rap1b-BODIPY-GDP exchange fluorescence. Potency, µM (titrated, usually from 115 µM), without a hit: at the top dose activity change, negative = inhibition, hits mostly inhibitors;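 also: potency is read from the fitted curve at half-maximal effect; plate controls were vehicle for no effect and positive control for full effect; nearly all actives have a fitted effect of over 50% in size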
Target sequence (O95398 whole entry, looked up): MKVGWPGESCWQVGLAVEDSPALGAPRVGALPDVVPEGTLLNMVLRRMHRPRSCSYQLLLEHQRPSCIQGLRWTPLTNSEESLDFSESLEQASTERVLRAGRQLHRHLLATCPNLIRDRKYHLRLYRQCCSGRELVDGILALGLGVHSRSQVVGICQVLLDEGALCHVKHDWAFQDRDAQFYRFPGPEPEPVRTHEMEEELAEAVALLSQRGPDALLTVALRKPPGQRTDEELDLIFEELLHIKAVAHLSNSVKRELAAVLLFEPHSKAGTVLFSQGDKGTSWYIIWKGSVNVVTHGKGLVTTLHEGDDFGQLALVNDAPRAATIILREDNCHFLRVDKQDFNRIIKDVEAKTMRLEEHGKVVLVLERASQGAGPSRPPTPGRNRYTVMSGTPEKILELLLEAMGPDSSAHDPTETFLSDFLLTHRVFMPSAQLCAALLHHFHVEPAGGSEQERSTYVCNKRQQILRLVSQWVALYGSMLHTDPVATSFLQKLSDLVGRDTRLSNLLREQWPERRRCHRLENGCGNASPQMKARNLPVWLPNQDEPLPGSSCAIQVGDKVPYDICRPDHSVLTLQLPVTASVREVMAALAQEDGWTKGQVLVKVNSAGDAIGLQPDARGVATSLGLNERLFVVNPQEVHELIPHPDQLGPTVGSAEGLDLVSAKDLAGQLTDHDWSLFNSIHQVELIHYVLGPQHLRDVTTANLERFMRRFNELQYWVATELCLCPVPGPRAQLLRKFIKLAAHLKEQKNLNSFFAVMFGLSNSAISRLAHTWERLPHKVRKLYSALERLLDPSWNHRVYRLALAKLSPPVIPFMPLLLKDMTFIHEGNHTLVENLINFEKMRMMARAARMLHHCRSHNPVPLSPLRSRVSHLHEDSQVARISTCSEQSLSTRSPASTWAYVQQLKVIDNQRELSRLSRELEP
EPAC1 agonist = agonists of human EPAC1. O95398. EPAC1 agonist qHTS, biochemical assay; response scale: 100% = response to 6.5 mM cAMP. Potency, µM (series often up to 154 µM), for the others: top-dose activation, actives largely listed as activators. 360,000 compounds, 0.073% hits. AID 720707; also: potency is read from the fitted curve at half-maximal effect; nearly all actives have a fitted effect of over 60% in size
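Fluorescent GDP-exchange assay: 100 nM EPAC1 with 250 nM Rap1B preloaded with BODIPY-GDP and 50 uM GDP; compounds tested as concentration series, 5 min at room temperature, then read every 5 min for 30 min (ex 480/em 540 nm); normalized to 6.5 mM cAMP.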
An asterisk follows results filed as active; ? = inconclusive; · = not tested or not shown; [ ] = remark or other dose. Unless noted, calls follow the shape of the dose curve; as a rule, active = well fitted curve in the direction sought with a large enough effect; inconclusive = small, poorly fitted or top-dose-only effect, or another doubt; inactive = no such curve, though single readings can be large; an effect the other way counts as inactive or inconclusive.

SMILES	WRN inhibitor	PI5P4K alpha inh	EPAC2 antagonist	Mm-Cpn inhibitor	PLK1 PBD block	CCT chaperon mod	EPAC1 antag	EPAC1 agonist
Cc1nc2ccc(NC(=O)CS(=O)(=O)c3ccccc3)cc2s1	0%	-2	-4%	-6%	-2%	-2.3	11%	4%
Oc1cc(-c2ccccc2)c2ccccc2c1	-22%	0	-29%	1%	-9%	-0.9	-3%	8%
COc1ccc([C@H]2CC(=O)C=C(c3ccc(-c4ccccc4)cc3)C2)cc1OC	-29%	5	-9%	-1%	-13%	-1.4	-5%	-7%
COc1ccc2nc(NC(=S)NC(=O)c3ccco3)sc2c1	2%	-4	3%	1%	-8%	-2.1	-12%	-7%
CN1CCN(C(=O)c2cc3nc(-c4ccccc4)cc(C(F)(F)F)n3n2)CC1	-1%	2	-2%	·	1%	0.6	-4%	-5%
CC(=O)Nc1ccc(S(=O)(=O)NC2=NCN(C)CN2)cc1	-1%	4	14%	1%	-5%	1.6	9%	-7%
O=C(CCN1C(=O)/C(=C\c2ccccc2Cl)SC1=S)Nc1cccnc1	-25%	1	3%	1%	-11%	-0.9	-7%	2%
O=C(OCC(=O)N1CCC(Cc2ccccc2)CC1)c1ccc(O)cc1	-6%	-4	-15%	·	-13%	-2.4	-13%	5%
COc1ccc(NC(=S)Nc2cccc3ccccc23)cc1OC	3%	1	-5%	-4%	-22%	-0.4	-7%	4%
CCOP(=O)(OCC)C(NC(=O)Nc1ccc(C)cc1)C(N)=O (stereo not drawn)	3%	6	-18%	1%	-4%	1.0	-22%	4%
CC(C)NC(=O)/C(C#N)=C\c1ccc(N(C)C)c(Br)c1	?	-12	10%	-2%	-18%	-1.5	-8%	5%
CCN(c1ccccc1)S(=O)(=O)c1ccc(Oc2ccc(C(C)=O)cc2OC)nc1	-6%	1	-10%	-1%	0%	-1.5	-20%	14%
CN(CCCC(=O)NC1CC(C)(C)NC(C)(C)C1)S(=O)(=O)c1ccc([N+](=O)[O-])cc1	-5%	-6	1%	1%	-17%	-4.4	2%	13%
CNC(=O)c1nnn(-c2ccccc2)c1C(=O)NC	-10%	6	14%	0%	-1%	1.0	9%	-6%
CC#CCc1cc2ccccc2c(=O)o1	0%	-9	-8%	-3%	-7%	-1.0	-2%	-3%
COCCNC(=O)/C(C#N)=C/c1ccc(OCc2ccc(F)cc2)cc1	-9%	2	0%	-1%	26%	1.0	-9%	6%
CCN(c1ccc(NC(=O)COC(=O)/C=C/c2cccs2)cc1)C(C)C	-29%	-7	-12%	-3%	-25%	-6.0	-3%	2%
CCOC(=O)C1C(=O)CC(C)(O)C(C(=O)OCC)C1c1ccc(OCC)cc1 (stereo not drawn)	-3%	·	-11%	-1%	-11%	-4.4	3%	7%
COCCOC(=O)C1=C(C)NC(=S)NC1/C=C/c1ccccc1 (stereo not drawn)	4%	-12	4%	2%	-5%	-1.0	8%	1%
CNC(=S)N/N=C(\C)c1ccc2c(c1)OCO2	4%	-65*	-7%	2%	-10%	-0.1	-5%	9%
COc1ccc(C2/C=C\CN(S(=O)(=O)c3ccc(C)cc3)CC(=O)N2Cc2ccc(F)cc2)cc1 (stereo not drawn)	-7%	-1	-10%	0%	4%	1.2	-8%	-3%
Cc1cc2nc(C3CCCCC3)c(Cc3ccccc3C(F)(F)F)n2c(C)c1Br	-2%	15	1%	·	-9%	0.4	14%	12%
COc1cc(OC)c(OC)cc1C#N	-1%	0	7%	0%	-10%	0.0	-13%	-11%
CC1CCCCC12NC(=O)N(CC(=O)Nc1nccs1)C2=O (stereo not drawn)	8%	1	2%	-1%	-3%	-5.5	-9%	1%
CCOC(=O)N1CCC(N(CCN(C)C)C(=S)Nc2ccccc2OC)CC1	1%	0	2%	1%	-10%	-0.6	4%	18%
Cc1ccc(C(=O)NC2CCN(C(=O)NCc3ccccc3)CC2)cc1	3%	-6	2%	4%	-5%	-0.5	12%	4%
Cc1ccc(CN2CC(C(=O)Nc3ccc(F)c([N+](=O)[O-])c3)CC2=O)cc1 (stereo not drawn)	-5%	0	3%	-7%	-10%	0.5	-19%	-9%
CC[C@@H]1CCCCc2ccccc2[C@@H](C(=O)C[C@@H](O)CC(C)=O)OC1=O	-2%	-2	-3%	2%	-4%	-4.4	3%	-11%
CCOC(=O)n1c(=O)n(Cc2ccccc2C)c2ccccc21	-5%	-1	-17%	0%	-4%	0.0	-5%	1%
Cc1ccc(NC(=O)Cc2ncc(C(F)(F)F)cc2Cl)cc1Cl	-18%	6	2%	0%	-9%	0.5	-15%	4%
CCOc1cccc(C(=O)Nc2cccc(C(=O)NCC(C)C)c2)c1	-22%[57.1 µM]	-1	-8%	-4%	5%	-1.0	23%	6%
O=C(Nc1ccc(C(=O)N2CCCC2)cc1)c1cc(F)c(F)cc1Cl	-7%	1	-11%	·	5%	0.9	-1%	4%
CCN(CC)CCC(=O)Nc1ccc2c(c1)N(C(=O)CN(CC)CC)c1ccccc1CC2	-2%	-2	17%	-1%	-9%	2.7	-1%	6%
COc1ccc2ccccc2c1C1CC(=O)N2CN(C3CCCCC3)CSC2=C1C#N (stereo not drawn)	-2%	-56*	-1%	-5%	13µM*	-3.4	-8%	13%
Cc1cc(C)c(C)c(OCCn2ccnc2)c1	-3%	0	-15%	2%	-17%	-1.1	?	4%
CCN(CC(=O)NC(C)(C)C)C(=O)CCl	-24%[57.1 µM]	3	14%	-1%	5%	-1.6	5%	-16%
CCS(=O)(=O)N1CCC(C(=O)Oc2ccccc2OC)CC1	10%	2	3%	-3%	-6%	1.1	-24%	-8%
Nc1ccc(OCC(O)C[n+]2ccc(CCS(=O)(=O)[O-])cc2)cc1 (stereo not drawn)	-5%	2	-9%	2%	2%	-32*	-7%	11%
O=c1[nH]c2ccc(NCc3ccc(OCc4ccccc4Cl)cc3)cc2[nH]1	-4%	1	-4%	0%	-6%	1.0	1%	6%
CCOc1cc(/C=N/O)cc(Br)c1OCc1ccc(Cl)cc1	8%[57.1 µM]	1	-12%	-10%	-8%	-0.5	?	19%
CCCn1c(=N)n(CC(O)COc2cccc(C)c2)c2ccccc21 (stereo not drawn)	17%	3	0%[57.1 µM]	-1%	-4%	-1.6	-11%	13%
O=C(NC(=S)N1CCCCC1CO)c1cc(Br)ccc1Cl (stereo not drawn)	-16%	-10	2%	2%	?	1.0	-9%	-5%
Cc1cc(OCCCn2ccnc2)ccc1[N+](=O)[O-]	4%	4	11%	-2%	-9%	-0.1	-6%	-9%
COc1cc(OC)cc(C(=O)Nn2cnnc2)c1	-25%	0	-3%	-2%	-14%	-2.2	-3%	16%
O=S(=O)(c1ccc(F)cc1)c1nc(-c2ccco2)oc1Nc1ccc(F)cc1	-6%	3	-4%	-6%	2%	-1.5	16%	6%
CCN(CC)S(=O)(=O)c1ccc2oc(SCc3ccc(F)cc3)nc2c1	-8%	-10	1%[57.1 µM]	1%	-6%	-1.2	2%	10%
Cc1cccnc1NC(=O)CCc1c[nH]c2ccccc12	-18%	-6	-3%	1%	-19%	0.1	-29%	1%
COC(=O)Cn1c(CCS(=O)(=O)c2ccc(C)cc2)nc2ccccc21	-1%	·	6%	-3%	-10%	-2.1	8%	-4%

A second format for part of the listing above:
Results follow in this order: WRN inhibitor | PI5P4K alpha inh | EPAC2 antagonist | Mm-Cpn inhibitor | PLK1 PBD block | CCT chaperon mod | EPAC1 antag | EPAC1 agonist
> CCN(c1ccccc1)S(=O)(=O)c1ccc(Oc2ccc(C(C)=O)cc2OC)nc1
→ -6% | 1 | -10% | -1% | 0% | -1.5 | -20% | 14%
> CN(CCCC(=O)NC1CC(C)(C)NC(C)(C)C1)S(=O)(=O)c1ccc([N+](=O)[O-])cc1
→ -5% | -6 | 1% | 1% | -17% | -4.4 | 2% | 13%
> CNC(=O)c1nnn(-c2ccccc2)c1C(=O)NC
→ -10% | 6 | 14% | 0% | -1% | 1.0 | 9% | -6%

Next section
SMILES	WRN inhibitor	PI5P4K alpha inh	EPAC2 antagonist	Mm-Cpn inhibitor	PLK1 PBD block	CCT chaperon mod	EPAC1 antag	EPAC1 agonist
CCn1cc(C(=O)OCC(=O)Nc2cccc(S(=O)(=O)N3CCOCC3)c2)c(=O)c2ccc(C)nc21	-9%	·	-2%	0%	-10%	0.0	1%	8%
O=C(Nc1ccc(F)cc1F)c1cncc(Br)c1	-6%	1	0%	0%	-2%	-4.1	-3%	8%
CCOc1ccc(S(=O)(=O)N2CCCC(C(=O)Nc3ccccc3)C2)cc1 (stereo not drawn)	-4%	0	4%	-1%	-11%	0.8	12%	-4%
COc1ccc(OC)c(NC(=O)C2=C(C)NC(=O)NC2c2cccs2)c1 (stereo not drawn)	-25%	-10	11%	0%	-4%	3.2	-14%	-10%
CC1(C)Cc2c(sc(/N=C/N3CCOCC3)c2C#N)C(C)(C)N1	-23%	-5	8%	0%	-6%	0.0	1%	-6%
O=C(NCc1ccc2c(c1)OCO2)C1CCC(CNc2c(N3CCCC3)c(=O)c2=O)CC1 (stereo not drawn)	-6%	-3	-5%	0%	0%	0.0	-20%	19%
CNc1ncnc2c1ncn2-c1ccccc1	2%	-1	-2%	·	-1%	-1.3	5%	-2%
CC(NCc1ccc(S(N)(=O)=O)cc1)C(=O)N1CCc2ccccc21 (stereo not drawn)	-4%	2	-4%	2%	-7%	-1.4	7%	-1%
O=C(CC(c1ccccc1)c1ccccc1)NCc1cccnc1	-15%	·	10%	0%	-3%	-2.8	4%	-2%
COc1cccc(-c2csc(N3CCN(CC(=O)NNC(=O)c4ccc(Br)cc4)CC3)n2)c1	-24%	·	-3%	-17%	-7%	-2.6	?	10%
CC(C)Sc1nc2c(c(=O)n1C)SC(C)C2 (stereo not drawn)	0%	-11	1%	0%	-8%	-2.6	-5%	7%
O=C(CSc1ccc2ccccc2c1)Nc1ncccn1	-17%	-1	12%	-5%	3%	0.5	9%	1%
O=C(Nc1c(-c2ccccc2)nc2ccccn12)c1cccs1	5%	-1	9%	-1%	-7%	0.6	-2%	-2%
O=C(C1CCN(S(=O)(=O)c2cccc3cccnc23)CC1)N1CCc2ccccc21	-7%	-2	-3%	-6%	-9%	1.0	-6%	9%
O=C(CN1C(=O)S/C(=C\c2ccccc2)C1=O)NC1CCS(=O)(=O)C1 (stereo not drawn)	0%	-4	11%	0%	-13%	-0.1	-9%	0%
O=C1COc2ccc(C(=O)COC(=O)c3c(F)cccc3Cl)cc2N1	5%	1	6%	-5%	2%	0.6	5%	-2%
Nc1c(-c2ccccc2)c(CN2CCOCC2)nn1-c1ccc(C(=O)O)cc1	3%	3	10%	0%	-2%	1.1	1%	-11%

The list is partial. The share of hits here may be higher or lower than overall.
